MITF TRPM1 inh: inhibitors of MITF-driven TRPM1 promoter in melanoma cells. SK-MEL-5 TRPM1 promoter luciferase, 24 h. AID 488899. inhibition, % at 12.5 µM. actives 0.83% (n = 330,000);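 active = mean inhibition across replicates of 60% or more, whatever share of single replicates reaches that level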; also: values of inactives mirror those of a sister screen read the other way
CaV13 ICDI inh: Primary screen for inhibitors of IQ motif and Ca2+-dependent inactivation inhibitor domain binding in CACNA1D, Förster resonance energy transfer in living cells, …; inhibition, % at 12.3 µM; actives 0.098% (n = 340,000); AID 743397; HEK cells, CFP/YFP FRET ICDI-IQ, plate reader, 10 min; percent FRET-ratio fall versus neutral wells;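 active = mean replicate inhibition of at least 30% and at least 1% of replicates passing that level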;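 also: 0% = median of the neutral control wells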
Exocytosis inh: blocks lytic granule exocytosis; TALL-104 LAMP-1 surface exposure, flow cytometry; cells stimulated with thapsigargin and PMA; actives 0.66% (n = 360,000); AID 651702; inhibition, % at 10 µM;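 active = inhibition above about 55%, limit read from the data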
NR2E3 ag-1: agonists of human NR2E3 nuclear receptor. inhibition of corepressor binding, % at 3.98 µM. Q9Y5X4. actives 0.35% (n = 360,000). CHO-S Gal4-NCOR/VP16-NR2E3 two-hybrid, luciferase. AID 602229;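 active = inhibition above the mean of all tested compounds plus 3 SD, cut at about 70% in these data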;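 also: 0% = DMSO with NR2E3 transfected cells and 100% = cells lacking NR2E3 construct; higher means lower luciferase signal from less NR2E3 corepressor binding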
Target sequence (Q9Y5X4 whole entry, looked up, the tested form may be a part): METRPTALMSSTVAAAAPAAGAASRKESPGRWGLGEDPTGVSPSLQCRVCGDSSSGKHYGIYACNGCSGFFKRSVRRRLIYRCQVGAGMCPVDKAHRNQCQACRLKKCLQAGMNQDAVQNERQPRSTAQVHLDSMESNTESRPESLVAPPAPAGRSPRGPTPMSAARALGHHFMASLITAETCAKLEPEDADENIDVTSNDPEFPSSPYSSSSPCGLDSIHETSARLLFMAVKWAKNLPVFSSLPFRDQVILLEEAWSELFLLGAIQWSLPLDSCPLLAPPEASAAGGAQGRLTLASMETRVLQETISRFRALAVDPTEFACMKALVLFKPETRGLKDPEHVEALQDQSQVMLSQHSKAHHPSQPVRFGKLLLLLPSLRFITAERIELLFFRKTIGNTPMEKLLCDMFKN
hiPSC survival: increases survival of single human iPS cells; hiPSC single-cell survival, ATPlite luminescence; 100% = ROCK inhibitor wells, 0% = DMSO; survival enhancement, % at 20 µM; actives 0.044% (n = 360,000); AID 602274; in the data active = survival enhancement above about 18%;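 also: cells exposed to compounds for 16 hours before the ATP read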
HIF-2a inh: inhibitors of HIF-2a | 786-0 RCC cells HIF-2a reporter, luciferase luminescence, overnight | inhibition, % at 18.8 µM | actives 0.72% (n = 360,000) | AID 624352;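 active = inhibition of the luminescence signal of 40% or more relative to plate controls, in a single-dose primary screen at 18.75 µM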
aDG glyco act: alpha-DG glycosylation activation. actives 0.22% (n = 360,000). activation, % at 10 µM. Pro5-aDG cells, alpha-DG glycosylation AlphaScreen (IIH6); 0% Pro5, 100% B10-LARGE cell signal;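 active = activation of at least 8% versus controls, or a plate z-score of at least 8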;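 also: Pro5 are CHO cells carrying HIG-tagged alpha-DG that lacks glycosylation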
Vif inh: HIV Vif inhibition; HEK293T cells, Vif self-association by quenched fluorescence, imaging, 24 h; inhibition, % at 7.49 µM; actives 0.35% (n = 340,000); AID 602346; in the data active = inhibition above about 50%, passing the limit was not always enough; also: some results filed as inactive read as strong as hits
Peg3 prom inh: reduces Peg3 promoter-driven luciferase expression in HeLa; HeLa PEG-Prom luciferase reporter, luminescence, overnight; inhibition, % at 20 µM; actives 1.7% (n = 360,000);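 active = inhibition of at least 50% at 20 µM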
PDI inh: PDI (human) enzyme inhibition | PDI insulin aggregation turbidity, A650, 90 min | P07237 | inhibition, % at 10 µM | actives 0.052% (n = 350,000);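 active = mean inhibition across replicates of 30% or more, whatever share of single replicates reach that level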;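 also: absorbance from insulin aggregation driven by PDI reduction with DTT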
Target sequence (P07237 whole entry, looked up): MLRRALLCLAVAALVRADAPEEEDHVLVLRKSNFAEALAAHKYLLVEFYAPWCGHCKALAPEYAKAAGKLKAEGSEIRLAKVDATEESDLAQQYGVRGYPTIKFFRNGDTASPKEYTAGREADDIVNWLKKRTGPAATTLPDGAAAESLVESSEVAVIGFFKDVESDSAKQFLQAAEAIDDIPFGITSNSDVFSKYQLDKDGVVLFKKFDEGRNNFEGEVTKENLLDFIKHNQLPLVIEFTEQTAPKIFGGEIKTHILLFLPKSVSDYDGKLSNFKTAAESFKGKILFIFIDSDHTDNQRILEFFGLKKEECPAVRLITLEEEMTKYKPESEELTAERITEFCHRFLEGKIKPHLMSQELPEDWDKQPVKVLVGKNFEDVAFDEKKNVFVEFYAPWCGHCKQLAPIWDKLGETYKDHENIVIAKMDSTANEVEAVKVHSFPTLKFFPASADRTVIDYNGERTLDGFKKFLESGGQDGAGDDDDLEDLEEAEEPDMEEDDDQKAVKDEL
NR2E3 ag-2: activates human photoreceptor nuclear receptor NR2E3 | GST-NR2E3/biotin-RetCOR TR-FRET, 1536-well | AID 2300 | actives 0.12% (n = 320,000) | Q9Y5X4 | inhibition of corepressor binding, % at 4.78 µM;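 active = percent inhibition above the cutoff of mean plus 3 SD of all tested compounds, set per screening campaign, cut at about 20% in these data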;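 also: 0% = DMSO wells and 100% = biotin wells as full block of FRET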
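Test system – NR2E3–RetCOR corepressor complex · Quantity – NR2E3 fusion 1.35 nM · Buffer or medium – Tris pH 7.5 · Incubation – Compound–protein incubation for 5 h at 4 °C · Technique – TR-FRET, Eu(K)-anti-GST donor, streptavidin-D2 acceptor, ex 340, em 617/671 nm · Evaluation – percent inhibition of 671/617 nm emission ratio versus biotin and DMSO controls · Plate – 1536-well format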
Active calls of the source: *; · = no result given.

SMILES	MITF TRPM1 inh	CaV13 ICDI inh	Exocytosis inh	NR2E3 ag-1	hiPSC survival	HIF-2a inh	aDG glyco act	Vif inh	Peg3 prom inh	PDI inh	NR2E3 ag-2
O=C(Cn1cnc2ccccc2c1=O)Nc1nc2ccccc2s1	-0.8	-1.0	-0.6	14.0	0.4	1.7	-0.1	-0.9	13.9	-6.9	5.3
COc1ccc(NC(=O)COC(=O)c2cc([N+](=O)[O-])ccc2N2CCOCC2)cc1	0.6	-5.8	-4.3	-4.7	0.0	7.5	0.3	-3.5	26.6	-3.6	-0.6
COc1ccc(-n2nc(C(=O)NCC(=O)N(C)Cc3ccccc3)c3ccccc3c2=O)c(OC)c1	-12.2	-4.6	-20.0	2.4	-0.5	-0.3	-0.2	4.0	0.3	11.7	0.7
COc1ccc(C(=O)N2CCc3[nH]nc(-c4ccccc4)c3C2)cc1	4.6	-13.6	-20.6	-43.1	-0.2	-24.3	0.1	-4.7	14.4	0.1	2.3
COC(C[C@H]1O[C@@H]1[C@H](O)COCc1ccccc1)OC	-1.2	-8.1	-1.8	1.5	0.6	11.0	-0.3	-3.6	-3.4	-2.9	3.1
COC(=O)CC1Oc2ccccc2N(Cc2ccc(C)cc2)C1=O (stereo not given)	3.4	·	0.6	-50.7	-1.7	8.0	0.1	-4.6	15.6	2.8	2.0
Cc1nnsc1C(=O)NC1CCCc2c1cnn2-c1cc(F)cc(F)c1 (stereo not given)	-5.6	-5.5	-1.1	4.1	0.4	-4.5	0.1	-5.7	2.8	9.4	-0.7
Cc1ccc(S(=O)(=O)N(c2cccc(C(F)(F)F)c2)C2C=CS(=O)(=O)C2)cc1 (stereo not given)	-4.4	-9.9	2.0	-7.2	-0.8	3.7	0.3	6.8	27.4	-6.6	1.4
CC1CCCN(c2nc3nonc3nc2N2CCCC(C)C2)C1 (stereo not given)	8.7	·	-6.9	-1.3	-4.1	5.9	0.0	0.7	3.5	4.3	0.2
O=c1[nH]c(=O)n(C(c2ccccc2)c2ccccc2)cc1Br	10.9	-1.3	-1.6	-8.2	2.1	19.5	0.3	0.2	2.0	-1.4	-2.4
CC(=O)Nc1cc(-c2cccc(NS(C)(=O)=O)c2)cn2c(-c3ccc(F)c(Cl)c3)cnc12	·	-5.3	-6.4	-32.5	1.6	-14.7	0.7	19.3	22.6	0.6	·
O=c1[nH]c2ccccc2c2nc(-c3cccc(S(=O)(=O)N4CCCC4)c3)nn12	-9.4	1.3	1.8	-5.4	0.1	-3.3	-0.3	-0.5	6.1	1.8	-0.9
CCC(C)NS(=O)(=O)c1ccc(OCC(=O)NCc2ccco2)cc1 (stereo not given)	-2.4	-3.7	-1.5	-7.2	0.7	10.8	0.0	-5.5	16.5	14.0	-2.4
Cc1ccc(/C=C/C(=O)OCC(=O)NCc2cccs2)o1	2.2	-11.9	-0.4	-26.2	-2.5	1.2	0.1	5.2	7.8	0.4	·
Cc1nc(SCc2nc3ccc(Cl)cc3[nH]2)c2oc3ccccc3c2n1	7.9	-7.2	-6.2	14.7	0.6	8.5	0.3	1.4	7.9	1.8	·
CC1(C(=O)Nc2ccc(F)cc2F)CCN1C(=O)Cc1ccccc1Cl (stereo not given)	·	-4.7	5.2	-18.4	4.3	15.8	0.0	-7.4	16.1	-2.4	·
C/C(=N\OC(=O)c1ccc(F)cc1)c1ccc(F)c(F)c1	-10.9	-20.2	-1.2	11.9	-0.4	-89.6	0.1	21.8	-1.1	-2.8	1.1
Cc1nc(N2CCN(C(=O)c3ccco3)CC2)c2c3c(sc2n1)CCCC3	2.7	-4.9	0.3	-14.7	4.8	11.0	-0.4	-11.0	15.9	0.8	2.7
COc1cc(-c2ccc3cc(OC)c(OC)c(OC)c3c2)cc(OC)c1OC	·	-6.2	-3.0	-13.9	-0.9	-13.2	-0.2	-2.5	18.0	-15.0	·
Cc1ccccc1CSc1nnnn1-c1ccc(C(N)=O)cc1	-7.2	-19.5	-9.9	-20.5	0.1	-0.4	0.0	·	21.5	-0.3	-0.2
CCOc1ccc(C(CC(=O)O)n2cnnn2)cc1OC (stereo not given)	1.9	-4.9	-0.7	-0.4	-1.8	-1.5	0.0	4.7	-9.1	12.4	1.9
Cc1c(NC(=O)c2cccc(NC(=O)C(C)Oc3ccccc3)c2)c(=O)n(-c2ccccc2)n1C (stereo not given)	·	-15.0	-8.1	-27.4	2.8	16.2	0.0	17.4	10.2	3.2	·
COc1ccc(C(C#N)CC(=O)c2ccc(OC)c(OCc3ccccc3)c2)cc1OC (stereo not given)	·	-5.8	-15.9	25.5	-1.0	-1.2	0.2	-24.3	20.4	0.3	·
O=C(NC(=S)Nc1ccccn1)c1ccc(-c2ccccc2)cc1	-113.7	-7.8	-4.7	-113.1	-0.6	-77.8	-0.1	-3.2	-134.7	8.0	2.4
CCOc1ccc(CN2CCN(Cc3ccsc3)C(CCO)C2)cc1CO (stereo not given)	7.5	4.3	-4.0	13.2	-1.6	16.1	-0.2	-3.5	6.8	-1.2	-0.2
COc1cc(/C=C2\SC(=O)N(CC(=O)Nc3ccc(C)cc3)C2=O)cc(Cl)c1OCC(=O)O	8.0	0.2	-10.2	-7.2	-0.3	22.4	0.1	17.7	13.4	-1.1	-1.9
COCCOC(=O)c1c(C)n(C)c2ccc(OC(=O)c3ccco3)cc12	-3.9	-8.3	-1.7	-28.0	0.2	-83.6	-0.2	4.5	-97.5	-6.4	0.0
Cc1cc(N2C(=O)C(O)=C(C(=O)c3cc4ccccc4o3)C2c2cccc(Br)c2)no1 (stereo not given)	3.2	-20.4	-14.1	30.7	-0.7	-10.3	-0.1	-3.1	15.1	-10.0	37.8*
O=C1NC(=O)N(Cc2ccccc2)C1=O	7.8	-2.0	14.1	-7.6	-0.4	6.8	-0.2	-14.4	13.0	12.5	-1.2
COc1ccc(NC(=S)NNC(=S)Nc2cccc(C(F)(F)F)c2)cc1	-1.5	-1.5	51.9	-31.8	-0.2	-32.2	0.6	-6.5	10.1	19.5	-5.9

Shown as a hit in NR2E3 ag-2, among the entries above:
smiles	MITF TRPM1 inh	CaV13 ICDI inh	Exocytosis inh	NR2E3 ag-1	HIF-2a inh	aDG glyco act	Vif inh	Peg3 prom inh	PDI inh	NR2E3 ag-2
Cc1cc(N2C(=O)C(O)=C(C(=O)c3cc4ccccc4o3)C2c2cccc(Br)c2)no1 (stereo not given)	3.2	-20.4	-14.1	30.7	-10.3	-0.1	-3.1	15.1	-10.0	37.8*

Next section:
SMILES	MITF TRPM1 inh	CaV13 ICDI inh	Exocytosis inh	NR2E3 ag-1	hiPSC survival	HIF-2a inh	aDG glyco act	Vif inh	Peg3 prom inh	PDI inh	NR2E3 ag-2
NCCc1ccn[nH]1	-5.1	-5.1	-2.5	-12.2	1.5	8.7	-0.3	0.9	-2.0	-3.8	-5.2
O=C(COC(=O)Cn1[nH]c(=O)c2ccccc2c1=O)Nc1ncc(Cl)cc1Cl	4.0	-4.7	-5.0	11.9	1.0	9.6	0.5	-6.1	8.4	-6.4	·
O=C(NCCCn1ccnc1)C(=O)NCC(c1cccnc1)N1CCN(c2ccccc2)CC1 (stereo not given)	·	-6.2	-0.4	42.3	0.9	11.9	-0.2	53.7*	11.0	·	5.0
O=C(NCCCN1CCOCC1)C(=O)NCc1ccccc1Cl	-0.2	-4.6	-0.3	-13.6	0.2	11.3	0.2	-5.3	-0.9	4.9	2.8
CCOC(=O)c1sc2cc([N+](=O)[O-])cc(SCC(=O)OC)c2c1N	7.1	-10.7	4.1	-1.8	-3.5	-2.7	-0.2	4.9	20.9	4.5	-0.6
COc1ccccc1C1(CCN=Cc2ccc(N(C)C)cc2)CCOC(C)(C)C1 (stereo not given)	-16.8	1.4	-9.3	0.1	-0.6	10.9	-0.1	1.0	8.7	-2.1	1.7
Cc1ccc(-n2c(SCC(=O)N/N=C/c3ccccc3C(=O)O)nnc2-c2ccccc2)cc1	7.8	-6.4	6.2	-4.1	-0.3	15.2	0.1	-11.5	9.2	-7.1	4.0
COc1ccc(N=C(C)C2C(=O)c3ccccc3C2=O)cc1	·	·	5.2	-120.1	-2.2	-64.0	-0.1	-2.0	-130.6	·	·
CCOc1cc(C(=O)N(CC)CC(=O)Nc2c(F)cccc2F)ccc1OCC(=O)N1CCOCC1	1.3	·	15.1	15.2	0.1	8.2	0.1	0.1	3.4	-5.4	·
O=C(O)CC(Cc1ccc(Cl)cc1)C(=O)Nc1cc(Cl)ccc1Cl (stereo not given)	3.6	-3.9	-8.8	-32.5	-0.4	19.1	-0.1	2.4	5.9	-0.8	0.3
O=C(NC(=S)Nc1cccc2cnccc12)c1ccccc1	-6.5	8.8	-1.7	-20.4	0.8	-32.9	0.2	-13.8	-7.0	8.5	0.8
COc1cc(/C=C2\SC(=S)N(CCC(=O)NCCc3ccccc3)C2=O)cc(OC)c1OC	5.3	-4.6	3.4	-13.0	-0.4	22.1	0.3	-5.6	26.1	-13.2	0.8
CC[C@@]1(C(=O)OC)N[C@H](CN(C)C(=O)c2ccc(C)cc2)[C@@H]2C(=O)N(C)C(=O)[C@@H]21	-7.1	-5.5	0.9	-18.0	-4.3	10.8	0.1	11.3	-10.9	-4.9	·
Cc1ccc(C(O)(C(=O)NNc2ccccn2)c2ccc(C)cc2)cc1	10.3	4.5	3.3	-5.0	-0.7	24.2	-0.2	-1.2	16.4	-2.3	-2.5
COc1ccc(OC)c(C(C)NS(=O)(=O)c2cccs2)c1 (stereo not given)	-1.9	-5.9	-1.3	-13.1	-1.8	5.5	0.2	0.3	15.1	-3.5	0.3
O=C(NN1CCOCC1)c1cccc(Br)c1	·	-2.3	-6.1	-1.2	0.2	20.5	-0.1	0.4	0.1	10.1	4.1
O=C(NCc1ccco1)c1nc(-c2ccc(F)cc2)no1	0.1	-4.6	-0.8	-38.6	2.7	-110.3	-0.2	-0.4	-54.0	4.5	1.0
CCOC(=O)Cn1c(=O)n(Cc2ccco2)c(=O)c2ccc(C(=O)NC3CCCC3)cc21	-1.3	-5.8	4.8	-19.7	0.2	-0.1	-0.1	-6.9	25.6	·	4.6
Cc1nnc(SCC(=O)Nc2ccc([N+](=O)[O-])cc2)n1CC1CCCO1 (stereo not given)	4.5	-2.7	0.8	-28.7	0.4	11.7	0.0	-1.4	2.7	-5.4	2.1
Cn1ccnc1Sc1nc2ccccc2nc1NS(=O)(=O)c1ccccc1	2.2	-6.5	-0.7	-31.9	1.2	-65.1	-0.2	-5.3	3.1	9.4	13.2
Cc1cccc(N2C(=O)CC(N3CCN(C(=O)c4ccccc4)CC3)C2=O)c1 (stereo not given)	17.1	-3.6	-3.3	-14.6	-1.7	7.1	0.0	6.7	7.8	10.6	2.7
O=C(CN1CCCC1)Nc1cc(C(F)(F)F)ccc1Cl	12.0	·	-2.5	-1.2	-0.6	6.5	-0.2	0.5	-26.8	-8.5	0.8

Screening results from PubChem.
